# CCR6 antagonist: blocks CCL20-driven beta-arrestin recruitment at human CCR6; P51684; CHO-K1 CCR6 PathHunter beta-arrestin, luminescence, CCL20-stimulated; inhibition, % at 20 µM; hit rate 0.49% among 340,000;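 active means compounds whose inhibition of the agonist-driven luminescence signal at 20 µM reaches about 50%, limit read from the data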;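 further: cells stimulated with CCL20 at 14 nM final; plate controls were DMSO with CCL20 for no effect and DMSO without agonist for full effect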
# MPTP inh: inhibitors of mitochondrial permeability transition pore. isolated mouse mitochondria, Ca2+ swelling absorbance, 30 min. hit rate 1.4% among 360,000. inhibition, % at 10 µM. AID 602449;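 active means inhibition of 50% or more, scaled per plate between neutral and stimulator controls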;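 further: 0% = DMSO wells given calcium and 100% = 1 mM EGTA wells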
# EBI2 antag: antagonists of human EBI2 receptor; AID 651636; hit rate 0.81% among 360,000; EBI2 beta-arrestin recruitment, luminescence, 7a,25-OHC stimulated; inhibition, % at 5 µM; P32249; in the data active means inhibition above about 38%;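 further: enzyme fragment complementation signal reports receptor beta-arrestin coupling in cells; 0% = agonist plus DMSO wells and 100% = wells without agonist; some results beyond the cut were filed as inactive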
# Target sequence (P32249 whole entry, looked up, the tested form may be a part): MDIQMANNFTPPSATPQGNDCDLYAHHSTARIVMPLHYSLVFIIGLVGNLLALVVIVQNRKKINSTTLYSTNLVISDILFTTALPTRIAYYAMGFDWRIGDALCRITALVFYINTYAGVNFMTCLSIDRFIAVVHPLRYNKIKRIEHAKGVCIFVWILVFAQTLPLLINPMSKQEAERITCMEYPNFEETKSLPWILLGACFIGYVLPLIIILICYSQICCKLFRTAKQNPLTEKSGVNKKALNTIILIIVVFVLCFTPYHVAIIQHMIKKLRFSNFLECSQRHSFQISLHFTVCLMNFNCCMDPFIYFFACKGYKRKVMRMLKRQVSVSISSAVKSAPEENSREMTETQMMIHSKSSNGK
# Gli-Sufu antag: antagonists of Gli-Sufu signaling | Sufu-KO-LIGHT fibroblasts, Gli luciferase reporter luminescence | inhibition, % at 5 µM | hit rate 0.74% among 340,000;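 active means inhibition above about 55%, limit read from the data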;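 further: 0% = DMSO-treated cells and 100% = wells with medium but no cells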
# APOBEC3G inh: blocks human APOBEC3G single-stranded DNA deamination. recombinant A3G, ssDNA deamination FAM/TAMRA fluorescence. AID 493012. hit rate 0.28% among 330,000. inhibition, % at 20 µM. Q9HC16;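 active means inhibition of at least 40% at 20 µM, with no more than 30% in the related APOBEC3A deaminase screen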;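 further: plate controls were DMSO wells with A3G for no effect and wells lacking A3G enzyme for full effect; some compounds called inactive have numbers as strong as hits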
# Target sequence (Q9HC16 whole entry, looked up): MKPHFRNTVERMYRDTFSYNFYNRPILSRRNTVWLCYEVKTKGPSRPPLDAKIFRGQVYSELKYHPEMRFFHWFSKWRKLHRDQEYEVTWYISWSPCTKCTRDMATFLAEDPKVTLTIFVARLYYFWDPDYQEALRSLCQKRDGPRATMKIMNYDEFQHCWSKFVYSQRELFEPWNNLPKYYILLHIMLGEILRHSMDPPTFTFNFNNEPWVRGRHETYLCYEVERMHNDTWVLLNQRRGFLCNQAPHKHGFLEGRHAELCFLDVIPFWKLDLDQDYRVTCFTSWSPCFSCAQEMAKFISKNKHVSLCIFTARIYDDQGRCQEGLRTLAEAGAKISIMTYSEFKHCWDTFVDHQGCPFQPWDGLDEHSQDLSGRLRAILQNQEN
# NR3A LBD binder: NR3A (human) ligand-binding domain modulation | NR3A LBD differential scanning fluorimetry, Tm shift; 0% = protein alone, 100% = glycine-bound protein | Tm shift relative to glycine control, % at 25 µM | hit rate 2.5% among 340,000 | AID 1259313;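 active means melting temperature shift of at least 10% of the positive control shift, at one fixed dose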
# A3A deaminase: human APOBEC3A DNA deaminase inhibition | P31941 | recombinant A3A, FAM/TAMRA ssDNA deamination fluorescence | inhibition, % at 20 µM | hit rate 0.41% among 330,000;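 active means at least 40% inhibition at 20 µM here, with at most 30% in a related deaminase screen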;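 further: plate controls were A3A with DMSO for no effect and wells lacking A3A enzyme for full effect; some results filed as inactive read as strong as hits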
# Target sequence (P31941 whole entry, looked up): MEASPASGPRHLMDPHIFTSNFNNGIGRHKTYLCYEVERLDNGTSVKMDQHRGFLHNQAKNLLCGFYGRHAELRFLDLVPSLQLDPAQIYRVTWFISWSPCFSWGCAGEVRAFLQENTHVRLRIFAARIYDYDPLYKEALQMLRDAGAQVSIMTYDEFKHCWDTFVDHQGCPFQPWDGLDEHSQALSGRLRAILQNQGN
# CXCR6 inh: inhibitors of human CXCR6 receptor | O00574 | CHO-K1 PathHunter CXCR6 beta-arrestin, luminescence | inhibition, % at 20 µM | hit rate 0.36% among 360,000 | AID 602244; in the data active means inhibition above about 34%, passing the limit was not always enough;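 further: antagonist mode with CXCL16 agonist at 10 nM final; 0% = 10 nM CXCL16 with DMSO and 100% = unstimulated wells without agonist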
# * marks the source's active call; other numbers are inactive results; x = no result given. A portion of the library (hit frequency here may not be typical).
Structure	CCR6 antagonist	MPTP inh	EBI2 antag	Gli-Sufu antag	APOBEC3G inh	NR3A LBD binder	A3A deaminase	CXCR6 inh
COc1ccc(CNC(=O)/C=C/c2ccc3[nH]cc(CCN(C)C)c3c2)cc1	14.8	-4.8	13.8	-1.3	-1.4	-4.7	-2.7	5.8
CC[C@@]1(O)C(=O)OCc2c1cc1n(c2=O)Cc2cc3c(NC(=O)CN)cccc3nc2-1	-0.4	-1.8	-13.0	30.6	1.7	-2.0	1.6	-4.2
CCc1c(-c2ccccc2)nc2ccccc2c1C(=O)N1CCC2(CC1)OCCO2	0.4	-2.6	6.0	-9.6	4.0	-0.2	-2.1	4.9
CCC(=O)O[C@@H]1[C@@H](OC(C)=O)[C@@]2(O)C(C[C@H](O)C2(C)C)[C@](C)(O)[C@H]2CC[C@@H]3[C@@H](O)[C@]12C[C@@]3(C)O (some centres undefined)	5.8	-1.8	-10.6	-1.9	-11.2	-1.9	-6.4	-4.5
CC(C)N1OC2CC1c1nc3ccccc3n1C2 (centres undefined)	-2.3	-1.6	-0.2	-0.3	-0.5	-1.3	0.3	2.3
CC1(CCO)C(=O)NC(=S)NC1=O	-1.4	-0.7	-5.4	3.9	x	0.5	x	-5.6
CC1(C)CC(n2[nH]c(=O)c3c2NC(=O)CSC3c2ccccc2)CCO1 (centres undefined)	5.3	-0.1	-3.4	-10.6	1.9	-2.5	-4.0	2.9
CO[C@H]1[C@@H](OC)CC(OC2OC(CO)C(O)C(O)C2O)/C(=C\C#N)[C@@H]1O (some centres undefined)	1.1	0.2	-5.0	-21.2	-8.5	-0.6	-3.2	-6.2
COc1ccc2[nH]c3c(c2c1)CCN=C3C	-1.8	3.0	0.2	9.4	-8.1	-2.2	-3.0	-4.8
CCOc1ccc(C2SCC(=O)Nc3c2c(C)nn3C2CCOC(C)(C)C2)cc1 (centres undefined)	13.6	0.4	2.0	6.9	-3.2	-0.6	-1.1	-14.8
COc1ccc(-n2c(-c3ccccc3Br)nc3ccccc3c2=O)cc1	3.6	0.6	15.3	21.4	-7.8	0.6	-2.9	6.7
Cn1c(O)c(Cc2ccc(OCc3ccccc3)cc2)c(=O)n(C)c1=O	4.3	0.4	11.5	-3.3	-9.3	6.8	-5.4	-3.3
Cc1nn(Cc2ccccc2)c(C)c1C(=O)OCC(=O)Nc1ccccc1SCC#N	-7.5	2.2	14.7	17.7	-9.1	-1.7	-1.9	-2.4
CC(C)(C)N1CC(C(=O)c2ccccc2)C1c1ccccc1 (centres undefined)	1.9	0.9	1.8	-2.5	x	0.3	x	1.2
Cn1cc(C(=O)OCC(=O)NC2CCCC2)c2ccccc21	11.7	-0.3	9.3	-16.1	1.6	-0.1	-2.0	2.1
Cc1onc(-c2c(Cl)cccc2Cl)c1C(=O)Nc1ccc2c(C(F)(F)F)cc(=O)oc2c1	3.4	49.9	5.9	3.5	-8.5	-0.4	-5.5	-9.0
CCOC(=O)C(NC(=O)CC)(Nc1ccc(C(O)(C(=O)OCC)C(F)(F)F)cc1C)C(F)(F)F (centres undefined)	-1.6	0.2	-10.4	1.0	10.9	3.2	-0.4	-1.1
CCC(=NCc1cccnc1)c1c(O)n(Cc2ccccc2)c(=O)[nH]c1=O	3.6	3.6	-12.7	18.7	-3.2	-0.7	-1.6	2.9
CNC(=O)c1cccn(Cc2cc(C(F)(F)F)cc(C(F)(F)F)c2)c1=O	4.8	0.7	-12.0	37.6	-1.9	-1.4	1.3	6.0
CC1C(=O)OC2CCN3CC4OC4(COC(=O)C(C)(O)C1(C)O)C23 (centres undefined)	-1.3	-0.4	-0.5	-9.6	x	-1.6	x	-3.1
CC[N+](C)(CC)CCCOC(=O)C(O)(c1ccccc1)C1CCCCC1 (centres undefined)	4.9	-3.9	1.4	-5.7	17.4	2.8	50.3*	-1.9
COc1cc(/C=C2\C(=O)NC(=O)N(c3ccccc3)C2=O)c([N+](=O)[O-])cc1OC	-7.3	1.2	-10.1	5.9	x	-5.2	x	-5.5
CCNCC1(c2ccc(OC)c(OC)c2)CCCC1	2.1	0.9	5.9	19.2	-6.4	-0.2	-2.4	-4.3
Fc1cccc(C2NCc3ccccc3-n3cccc32)c1 (centres undefined)	5.7	1.3	0.2	3.9	-8.4	-1.0	-1.6	7.3
CCCCN(Cc1ccccc1)C1CCN(CCc2ccccc2)CC1	11.7	3.5	-1.0	10.1	-4.9	-3.1	-2.3	-2.5
Cc1cccc(OP(N)(N)=O)c1C	5.2	-0.1	-1.5	-1.4	-11.2	-0.7	-4.2	-5.7
Cc1ccc2c(CN3CC=C(c4ccccc4)CC3)cc(=O)oc2c1C	5.9	2.3	-5.3	6.6	-6.8	5.4	1.7	8.7
CCCCCCC(=O)c1c(O)n(-c2ccccc2OC)c(=O)[nH]c1=O	0.6	3.1	-16.5	12.4	-6.4	-1.8	0.3	0.1
O=c1[nH]c(O)c(/C=C2\C=NN=C2c2ccccc2)c(=O)[nH]1	-6.6	3.0	-7.2	7.6	3.6	-0.5	18.3	4.4
COC(=O)C1=C(c2ccc(F)cc2OCc2ccccc2)C[C@@H]2CC[C@H]1N2C(=O)NC(C)C	22.5	0.4	-4.3	3.9	-7.9	-3.1	-1.7	6.6
NC(=O)c1cc([N+](=O)[O-])cc([N+](=O)[O-])c1	-12.9	0.5	-11.9	15.9	x	1.8	x	-22.4
COC1=C(C)C(=O)C2=C(C1=O)C(CO)N1C(C#N)C3CC4C(C1C2N1CCOC41)N3C (centres undefined)	-7.8	0.8	-43.4	10.0	x	-2.3	x	-5.3
CCOP(=O)(OCC)C(NC(=O)c1ccc(C)cc1)C(Cl)(Cl)Cl (centres undefined)	-3.3	1.0	-8.9	2.8	-1.3	-0.5	-4.7	-6.2
N/C(=N\[N+](=O)[O-])N1CCN(C(=O)c2ccccc2)CC1	47.8	x	x	7.4	-8.1	-0.4	-2.3	x
COC(=O)C1=C(c2ccc(C(C)=O)cc2)C[C@@H]2CC[C@H]1N2C(=O)N1CCC(C)CC1	8.9	0.6	-4.3	21.0	1.6	0.7	1.5	5.7
COC(=O)C1=C(c2ccc(OC(F)(F)F)cc2)C[C@@H]2CC[C@H]1N2C(=O)NCCOc1ccc(OC)cc1	5.3	-0.1	32.8	-0.9	-10.0	-1.0	-1.6	-3.4
NC(=O)Cn1cc(C=C2C(=O)NC(=O)NC2=O)c2ccccc21	15.6	0.1	-5.5	-8.8	4.5	x	-1.6	12.2
COc1ccc(N2C(=O)/C(=C/c3cccs3)C(=O)NC2=S)cc1	48.3	0.7	-2.1	1.6	8.0	3.0	5.1	-7.6
c1ccc(P(c2ccccc2)c2ccccn2)cc1	28.2	3.8	-19.0	1.1	-9.8	0.0	-4.0	16.7
COC1=CC2[C@@H]3Cc4ccc(OC)c(O)c4[C@]2(CCN3C)CC1=O (some centres undefined)	2.1	-0.3	-9.6	3.3	-7.2	0.8	-3.5	1.7
Cc1ccccc1-n1c(O)c(/C=C2/C(c3ccccc3)=Nc3ccccc32)c(=O)[nH]c1=O	24.8	38.4	6.8	-22.1	-2.1	-16.5	-0.1	6.5
Cc1ccc(OCCSC2=NN2c2cc(C)nc(N)n2)cc1	6.9	1.3	-0.2	-4.6	-2.1	-3.5	1.8	-1.7
Fc1ccc(CCNCc2ccc(Cl)c(Cl)c2)cc1	28.0	5.0	-3.4	-8.5	-5.0	-0.2	-5.0	1.4
C#CC1(O)C=CC2C3CCC4=CC(=O)CCC4C3CCC21CC (centres undefined)	5.0	0.9	0.2	x	-4.0	-2.7	3.2	-1.6
COc1ccc(-n2c(O)c(C(C)=NCCc3c[nH]c4ccccc34)c(=O)[nH]c2=O)cc1	11.6	1.9	8.9	0.9	0.1	-1.4	-0.7	-7.7
C[C@]12CCC(OC(=O)CCC(=O)O)CC1=CCC1C2CC[C@]2(C)C(=O)CCC12 (some centres undefined)	0.8	0.0	-9.1	3.4	-4.9	-1.0	0.3	4.3
CC(=O)NC(=O)NC(C)Cc1ccccc1 (centres undefined)	10.3	-1.1	-6.0	-2.8	-4.5	1.9	1.1	-1.5
CCC1(CCc2ccncc2)C(=O)NC(=O)NC1=O	6.4	-0.3	-7.1	2.6	-2.8	-1.5	-2.9	0.1
CCc1ccc(N2C(=O)NC(=O)/C(=C/c3cccn3CCOc3ccc(C)cc3)C2=O)cc1	15.9	-4.1	40.7	9.8	-2.1	-14.4	-2.9	2.2
COC(=O)C1=C(c2ccc(Cl)c(C(F)(F)F)c2)C[C@@H]2CC[C@H]1N2C(=O)NCc1cc(C)oc1C(F)(F)F	21.1	1.2	13.4	17.0	-7.9	-9.5	-0.4	12.0
CSCCC(NC(=O)CCC(=O)OC1CC[C@H]2[C@@H]3CC[C@H]4CC(=O)CC[C@]4(C)[C@H]3CC[C@]12C)C(=O)O (some centres undefined)	2.1	0.9	-8.8	-1.2	-11.4	-2.2	-6.4	6.8
OC(c1ccccc1)(c1ccccc1)C1CCCN1 (centres undefined)	-3.4	-2.2	-8.3	9.2	-1.2	1.7	1.7	-0.4
O=c1ccc2cc(O[C@@H]3O[C@@H](CO)[C@H](O)[C@@H](O)[C@@H]3O)c(O)cc2o1	-4.5	-0.8	1.1	0.0	-10.1	-0.3	-5.6	-1.7
COC(=O)C1=C(c2ccc(F)cc2F)C[C@@H]2CC[C@H]1N2C(=O)NC(C)C	-0.3	-1.0	-6.7	-4.6	0.9	0.5	-1.2	5.3
CCCCn1c(=O)c(C(=O)NC(C)c2ccccc2)c(O)c2ccccc21 (centres undefined)	22.1	3.0	5.0	0.2	-12.7	3.0	-3.3	-0.4
COc1ccc2nc(/N=C/c3c(O)n(-c4cccc(Cl)c4)c(=O)[nH]c3=O)sc2c1	10.9	1.8	5.2	-23.1	-2.1	-12.2	0.3	0.4

# Going on with the list:
Structure	CCR6 antagonist	MPTP inh	EBI2 antag	Gli-Sufu antag	APOBEC3G inh	NR3A LBD binder	A3A deaminase	CXCR6 inh
CCC/C(=N\O)c1c[nH]c2ccccc12	-25.1	-0.8	-14.2	4.0	-1.7	-9.6	4.9	-3.7
Cc1ccc(-c2nc3ccccc3c(=O)n2-c2cc(C)ccn2)cc1	-8.0	-1.7	-9.9	1.3	-3.6	-2.0	0.4	4.0
COc1ccc2c(CCN)c[nH]c2c1	-8.8	0.8	-22.0	-2.0	-7.6	0.1	-7.3	3.2
CN1CCN(c2c(F)cc([N+](=O)[O-])c(N)c2Br)CC1	3.7	-0.8	10.4	7.4	-1.9	0.4	0.5	7.6
CCOc1ccc(CC2(CCc3ccncc3)C(=O)NC(=O)NC2=O)cc1	-0.2	-0.9	-2.9	-6.0	-9.6	-2.7	-4.0	-1.9
O=C(NC1CONC1=O)OCC(Cl)(Cl)Cl (centres undefined)	-4.4	-0.2	7.7	-21.2	-3.6	1.8	-2.9	-5.4
COc1cc(CC2(CCc3ccncc3)C(=O)N(C)C(=O)N(C)C2=O)cc(OC)c1OC	15.0	-1.2	-15.7	5.0	-3.6	-0.9	1.5	3.3
COC(=O)C1=C(c2ccccc2OCc2ccccc2)C[C@@H]2CC[C@H]1N2C(=O)NCc1ccc(C(C)(C)C)cc1	19.3	-2.6	21.2	18.6	-9.7	1.1	-4.1	14.3
O=P(Nc1ccccc1)(Nc1ccccc1)Oc1ccccc1	1.7	1.8	3.0	6.3	-8.6	-4.8	-3.7	-8.6
O=C(/C=C/c1c[nH]c2ccccc12)c1c(O)n(CCc2ccccc2)c(=O)[nH]c1=O	3.3	-8.4	3.8	25.8	-10.1	-2.1	-5.4	-37.7

# Screens deposited in PubChem by Sanford-Burnham Center for Chemical Genomics.
